STAT3 blocker – inhibitors of IL-6 induced STAT3 signaling | AID 862 | U3A cells, IL-6 STAT3-luciferase reporter, luminescence; host cell line lacks STAT1 | inhibition, % at 5.5 µM | 190,000 tested, 0.89% active;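 active = inhibition above the mean inhibition across all screened compounds plus 3 SD, cut at about 44% in these data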;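 note: 0% = DMSO only wells and 100% = 100 µM nifuroxazide control wells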
APP 5UTR inh – APP translation inhibition. SH-SY5Y APP 5'UTR-luciferase reporter, luminescence. inhibition, % at 2 µM. 190,000 tested, 0.82% active. AID 1285;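 active = inhibition above a set limit, derived from the sample mean plus 3 SD, cut at about 45% in these data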; note: values of inactives mirror those of a sister screen read the other way
NF-kB expr up – raises NF-kB expression in human neuronal cells; AID 1239; NF-kB reporter expression; stronger effect = higher value; 190,000 tested, 1.6% active; fold change at 12.5 µM; in the data active = fold change above about 3.3
STAT1 act – STAT1 signaling activation; AID 932; activation (% of control), % at 5.5 µM; 200,000 tested, 2.6% active; NIH 3T3 STAT1-luciferase reporter, IFN-gamma, luminescence; 100% = IFN-gamma alone, no compound;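 active = activation above the screen-wide mean activation plus 3 SD, cut at about 130% in these data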;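 note: raw ratio to IFN-gamma control signal so 100% means no change and 0% no light; values of inactives mirror those of a sister screen read the other way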
FLuc inhib CS – counter-screen for luciferase assay inhibitors: firefly luciferase inhibition; ATPLite firefly luciferase biochemical luminescence, 10 min; 200,000 tested, 1.5% active; inhibition, % at 10 µM; AID 1006; P08659;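 active = inhibition above about 50% when tested at 10 µM, limit read from the data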
Target sequence (P08659 whole entry, looked up): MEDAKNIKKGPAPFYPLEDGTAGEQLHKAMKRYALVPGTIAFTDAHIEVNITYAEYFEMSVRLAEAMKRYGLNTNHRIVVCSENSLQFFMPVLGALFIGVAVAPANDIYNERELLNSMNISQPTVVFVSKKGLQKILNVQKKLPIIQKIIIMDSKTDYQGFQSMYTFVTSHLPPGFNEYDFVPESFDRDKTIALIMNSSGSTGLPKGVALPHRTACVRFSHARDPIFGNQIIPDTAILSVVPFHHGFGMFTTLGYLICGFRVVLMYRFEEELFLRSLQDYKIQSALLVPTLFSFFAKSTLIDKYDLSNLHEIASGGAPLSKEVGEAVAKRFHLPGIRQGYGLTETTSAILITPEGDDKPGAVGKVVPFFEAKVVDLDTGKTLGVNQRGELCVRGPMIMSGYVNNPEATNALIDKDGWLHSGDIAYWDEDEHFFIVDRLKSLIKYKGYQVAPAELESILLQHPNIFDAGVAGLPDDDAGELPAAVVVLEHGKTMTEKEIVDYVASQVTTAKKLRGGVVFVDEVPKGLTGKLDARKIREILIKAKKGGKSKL
FLuc stim CS – affects firefly luciferase, flagging false hits in luciferase stimulation screens. P08659. ATPlite luciferase biochemical, luminescence, 10 min; 0 = ATP-free wells, 1 = DMSO control. activation factor at 10 µM. 200,000 tested, under 10 active. AID 1027;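 active = luciferase activation factor, scaled between plate controls, of at least 2 with compound at 10 µM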
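Material: Luciferase/luciferin reagent mix; Doses: test compounds dosed from 2 mM stocks in 100% DMSO; Schedule: 10 min incubation after luciferase reagent addition, room temperature; Measured by: luminescence from luciferase reaction; Read-out: luminescence gain marking luciferase activators.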
APP 5'UTR act – activates APP 5'UTR luciferase reporter; SH-SY5Y APP 5'UTR luciferase reporter, luminescence; zero percent = DMSO vehicle wells; activation, % at 2 µM; 190,000 tested, 1% active;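 active = activation above a set limit, based on mean plus 3 SD of controls, cut at about 140% in these data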; note: values of inactives mirror those of a sister screen read the other way
ROMK primary – modulators of human ROMK potassium channel; Tet-inducible ROMK, thallium flux fluorescence; actives lie on both sides; B-score at 10 µM; 130,000 tested, 2% active;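 active = signal ratio slope over the read window, or its plate-corrected B-score, at least 3 SD from the plate mean, either direction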;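 note: B-score of the F/F0 ratio slope over 7 to 12 s after thallium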
Target sequence (P48048 whole entry, looked up): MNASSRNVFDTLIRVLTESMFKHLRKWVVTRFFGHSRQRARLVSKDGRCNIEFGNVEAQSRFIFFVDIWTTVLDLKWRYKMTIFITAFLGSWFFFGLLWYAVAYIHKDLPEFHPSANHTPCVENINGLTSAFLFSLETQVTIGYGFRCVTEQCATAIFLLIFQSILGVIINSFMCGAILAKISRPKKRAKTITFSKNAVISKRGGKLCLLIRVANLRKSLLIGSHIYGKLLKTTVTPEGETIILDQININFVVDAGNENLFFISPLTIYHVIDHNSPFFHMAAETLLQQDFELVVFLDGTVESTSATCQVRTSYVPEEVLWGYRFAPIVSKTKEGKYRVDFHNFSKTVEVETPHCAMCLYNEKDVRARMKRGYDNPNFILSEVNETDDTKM
STAT3 activator – increases IL-6 driven STAT3 reporter signal; activation (% of control), % at 5.6 µM; AID 871; 190,000 tested, 0.91% active; U3A cells, IL-6 STAT3-luciferase reporter, luminescence; 100% = signal with IL-6 EC80 alone;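 active = activation above the screen-wide mean of compound activation plus 3 SD, cut at about 130% in these data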;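 note: 0% = background luminescence of wells with medium and substrate only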
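system = STAT3-luciferase reporter U3A cells | reagent = IL-6 stimulus at 33 ng/mL final | timing = 1 h compound pre-exposure, 6 h IL-6 stimulation, 37 °C | measured by = luminescence | evaluation = % activation versus median of IL-6-stimulated wells | control set = IL-6-only wells as 100% reference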
STAT1 blocker – reduces IFN-gamma driven STAT1 reporter signal | NIH 3T3 STAT1-luciferase reporter, luminescence | AID 920 | 200,000 tested, 0.35% active | inhibition, % at 5.5 µM;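 active = inhibition above a set limit, the mean inhibition across all tested compounds plus 3 SD, cut at about 34% in these data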;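 note: 0% = IFN-gamma with DMSO and 100% = IFN-gamma with 300 µM nifuroxazide; values of inactives mirror those of a sister screen read the other way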
* hit, by the source's call; nt = not tested or not shown.

mol	FLuc stim CS	STAT3 activator	FLuc inhib CS	NF-kB expr up	ROMK primary	APP 5UTR inh	STAT1 act	APP 5'UTR act	STAT3 blocker	STAT1 blocker
Cc1cc(C)n(-c2nc(-c3ccc(Cl)cc3)cs2)n1	1	127.6	2.5	1.58	-0.299	nt	101.6	nt	-23.9	-1.7
O=[N+]([O-])c1ccc(C(O)C23CN4CN(CN(C4)C2)C3)cc1 (configuration not stated)	1.1	86.5	-8.5	1.68	0.246	6.5	102.1	-6.5	20.4	-2.6
O=C(COc1ccccc1)Nc1nnc(-c2ccc3c(c2)CCCC3)o1	0.8	100.9	18.9	1.73	nt	-17.1	112.4	17.1	4.1	-13.8
COc1ccc(C(=O)Nc2ccc(Oc3nc(C)nc4sc(-c5ccccc5)cc34)cc2)cc1OC	1	101.4	0.3	1.01	nt	-33.5	95.6	33.5	3.8	4.9
COc1ccc(-n2c(Cn3nc(C(F)(F)F)cc3C)n[nH]c2=S)cc1	1.1	107.8	-8.6	1.26	nt	13.8	109.3	-13.8	-8.5	-10.4
c1ccc(CSc2nnc(-c3c[nH]c4ccccc34)o2)cc1	0.8	97.0	19.7	1.99	0.123	-44.7	123.8	44.7	10.8	-26.1
CCc1nc(SCC(=O)c2c[nH]c3ccccc23)n[nH]1	1.1	105.5	-6.1	1.23	nt	-9.8	104.2	9.8	-5.0	-5.7
O=C(COC(=O)C1CC(O)CN1S(=O)(=O)c1ccc(Cl)cc1)c1cccc(Cl)c1 (configuration not stated)	1.1	102.9	-12.1	1.12	-0.299	2.5	103.4	-2.5	-5.2	-3.4
CCOc1ccc(C)cc1S(=O)(=O)n1nc(C)cc1C	1.1	110.4	-7.1	1.02	0.607	-7.3	84.7	7.3	1.2	16.0
CCCSc1nsc(SCCC)c1C#N	1	107.4	-2.1	2.36	-0.727	-1.4	106.9	1.4	-8.6	-7.6
O=c1[nH]c(Cc2ccccc2Cl)nc2ccccc12	1	105.8	1.8	0.86	-1.59	-14.1	103.5	14.1	-5.0	-5.3
Cc1cccc2nc(-c3cccc(NC(=O)c4ccc(Cl)cc4)c3)cn12	0.9	87.0	10.2	0.98	-0.202	-7.3	105.6	7.3	15.0	-6.1
O=C(O)Cn1nnnc1-c1ccc(F)cc1	1.1	98.3	-5.4	1.19	-0.0578	-7.0	102.0	7.0	3.5	-3.2
CC1CN(c2oc(-c3ccco3)nc2C#N)CC(C)O1 (configuration not stated)	1	95.4	-2.8	1.15	-0.218	15.6	99.5	-15.6	8.5	0.5
CCOCCCNC(=O)C(Cc1ccccc1)NC(=O)c1ccco1 (configuration not stated)	1	103.5	-2.9	1.22	-0.271	2.1	105.3	-2.1	-1.4	-5.8
CCOc1ccc(Br)cc1S(=O)(=O)Nc1ccc(C(=O)OCC(=O)Nc2ccc(C#N)cc2)cc1	1.1	99.9	-8.1	0.96	2.13	-9.9	96.4	9.9	4.9	1.0
COc1ccc(N2CC(C(=O)Nc3ccc(N4CCOCC4)cc3)CC2=O)cc1 (configuration not stated)	1.1	101.6	-5.2	1.14	0.0145	-2.4	103.3	2.4	-3.6	-3.6
COc1ccc(S(=O)(=O)Nc2ccncc2)c(C)c1C	1.1	101.5	-6.5	0.93	-0.0623	-8.2	101.5	8.2	1.9	-3.5
Cc1cc(C)n(C(=O)c2cccc(S(=O)(=O)N3CCCC3)c2)n1	1.1	103.0	-6.6	0.99	0.292	-15.4	106.4	15.4	0.9	-8.8
O=c1[nH]n(-c2ncnc3c2cnn3-c2ccccc2)c(=O)c2ccccc12	0.9	106.0	8.8	0.96	nt	10.7	103.6	-10.7	-0.4	-3.2
COc1ccc(CNC(=O)c2cc3c(=O)n4ccccc4nc3n(Cc3cccnc3)c2=N)cc1	1	96.9	-3.2	0.9	0.118	-5.2	94.3	5.2	11.2	6.3
O=C(CN1CCOCCOCCOCC1)Nc1ccccc1	1.1	106.5	-5.1	1.1	0.0509	28.2	99.9	-28.2	-9.6	0.1
COC(=O)COc1c(Cl)cc(Cl)c2ccc(C)nc12	1	94.1	-4.3	1.31	-2.24	-28.1	92.3	28.1	12.9	6.3
Cc1c(NC2=C(Cl)C(=O)N(c3ccccc3)C2=O)c(=O)n(-c2ccccc2)n1C	1	100.1	2.3	0.98	0.868	-4.3	102.6	4.3	5.3	-2.8
O=C(OCc1nnc(-c2ccc(Cl)cc2)o1)c1ccc(=O)n(Cc2ccccc2)n1	1	91.3	-3.5	1.24	nt	-17.1	101.0	17.1	14.7	-1.1
COC(C)(C)[C@]12CC(O)(C(C)C)ON1[C@H]1CCCCC1N2O (some centres not stated)	1.1	99.2	-5.8	0.91	nt	-11.6	100.4	11.6	12.1	-0.4
Cc1ccccc1S(=O)(=O)Cc1ccc(C(=O)N2CC(C)CC(C)C2)o1 (configuration not stated)	1.1	102.8	-8.5	1.29	nt	-1.8	101.3	1.8	5.7	-1.4
CN(C)S(=O)(=O)c1ccc2oc(SCC(=O)Nc3ccccc3F)nc2c1	0.9	111.7	5.1	1.4	-0.0433	-135.0	126.3	135.0*	-15.0	-28.0
CC(C)[C@H](Nc1nc(-c2ccccc2)nc2c1oc1ccccc12)C(=O)O	1	126.3	-3.1	0.97	nt	6.3	89.8	-6.3	-25.6	11.2
CCC(=NC1CC(C)(C)NC(C)(C)C1)C1=C(O)CC(C)(C)CC1=O	1	100.4	-2.9	1.23	nt	-2.1	103.9	2.1	0.3	-4.3
CCOC(=O)N1CCN(c2c(N3CCN(c4ccccn4)CC3)c(=O)c2=O)CC1	1.1	98.2	-5.2	0.98	nt	-4.1	104.3	4.1	2.4	-3.6
O=C(OCn1nnc2ccccc2c1=O)c1cn(-c2ccccc2)nc1-c1cccnc1	1	81.8	0.5	1.26	1.56	-3.0	102.1	3.0	27.6	-2.3
COC(=O)CN1C(=S)N(c2ccccc2)C(=O)C1CC(=O)Nc1ccc(Cl)cc1 (configuration not stated)	1.1	101.2	-5.5	1.16	-0.73	-4.8	101.9	4.8	-1.4	-2.2
Cc1nn(-c2ccc(F)cc2)c(C)c1CN1CCN(CCc2ccccc2)C(CCO)C1 (configuration not stated)	1.1	101.2	-8.3	0.88	0.693	6.7	95.9	-6.7	10.1	3.6
COC(=O)c1cn(NC(=O)c2ccc(OC)c([N+](=O)[O-])c2)c(=O)c2ccccc12	1	93.5	4.6	0.92	0.0522	18.6	86.0	-18.6	9.9	13.0
O=C(COc1ccc(Br)cc1)Nc1cc(S(=O)(=O)N2CCCCC2)ccc1N1CCCCC1	1	92.8	-3.6	0.89	-0.824	8.5	105.9	-8.5	11.7	-6.5
CCOC(=O)CNc1nc(C#N)nc(N2CCOCC2)n1	1.1	96.7	-5.0	1.22	-0.445	5.1	93.3	-5.1	7.9	7.2
Cc1ccc(N2C(=O)c3ccccc3C2Nc2ccc(S(=O)(=O)N3CCOCC3)cc2)nc1 (configuration not stated)	1	107.1	-4.3	1.21	nt	1.9	102.2	-1.9	-3.8	-2.4
CCN(CC)C(=O)C(=O)c1cccn1-c1c(Cl)cccc1C#N	1.1	97.9	-9.6	1.39	0.52	-16.5	96.5	16.5	3.8	2.2
CCOC(=O)c1c2c(n(C)c1COC)C(=O)C(=O)c1ccc(Br)cc1-2	nt	99.4	nt	nt	-0.485	-0.1	100.8	0.1	2.9	0.1
Cn1c(NC(=O)c2ccc3c(c2)OCO3)cc(=O)n(C)c1=O	1	106.1	-2.8	1.08	nt	5.6	99.1	-5.6	1.9	1.0
O=C(NCCCn1ccnc1)/C(=C\c1cccnc1)NC(=O)c1ccco1	1	98.0	-1.8	1.25	-0.39	10.9	96.4	-10.9	7.7	3.5
Cc1cc(C(=O)C(C)Cl)c(C)n1Cc1ccco1 (configuration not stated)	1	97.5	-3.7	0.99	1.13	3.0	94.4	-3.0	7.9	7.5
CCOC(=O)c1ccc(NC(=O)N2CCN(c3ccccc3OC)CC2)cc1	1	88.1	4.0	1.25	nt	-4.5	105.5	4.5	14.7	-5.8
Cc1cccc(NC(=O)CSc2ncnc3nc[nH]c23)c1C	1.1	121.0	-6.2	1.18	-0.0534	2.0	97.9	-2.0	-16.5	2.3
CCc1c(O)nc(SCC(=O)N2CCCCC2)n(-c2ccccc2C)c1=O	1	98.3	-1.7	1.29	nt	5.4	96.3	-5.4	5.8	4.0
O=C(CSc1ncnc2ccccc12)N1CCCC1	1	106.5	-3.9	1.92	nt	-23.1	108.2	23.1	1.1	-9.1
CCC(C)(C)n1nnnc1C(c1ccccc1)N1CCc2ccccc2C1 (configuration not stated)	1.1	108.8	-5.7	1.35	nt	0.9	103.1	-0.9	-9.2	-3.4
COc1ccccc1NC(=O)CSc1nc2ccccc2cc1Cc1ccccc1	1.1	93.5	-10.2	0.81	nt	-3.4	98.3	3.4	13.6	1.9
Nc1cccc2cnccc12	1	107.2	-0.4	0.97	0.499	11.7	99.7	-11.7	-5.5	0.4

Compound profiles, as listed above:
CCN(CC)C(=O)C(=O)c1cccn1-c1c(Cl)cccc1C#N as listed: FLuc stim CS: 1.1; STAT3 activator: 97.9; FLuc inhib CS: -9.6; NF-kB expr up: 1.39; ROMK primary: 0.52; APP 5UTR inh: -16.5; STAT1 act: 96.5; APP 5'UTR act: 16.5; STAT3 blocker: 3.8; STAT1 blocker: 2.2
CCOC(=O)CNc1nc(C#N)nc(N2CCOCC2)n1 as listed: FLuc stim CS: 1.1; STAT3 activator: 96.7; FLuc inhib CS: -5.0; NF-kB expr up: 1.22; ROMK primary: -0.445; APP 5UTR inh: 5.1; STAT1 act: 93.3; APP 5'UTR act: -5.1; STAT3 blocker: 7.9; STAT1 blocker: 7.2

The list continues:
mol	FLuc stim CS	STAT3 activator	FLuc inhib CS	NF-kB expr up	ROMK primary	APP 5UTR inh	STAT1 act	APP 5'UTR act	STAT3 blocker	STAT1 blocker
OCCNCc1cc(Br)ccc1OCc1ccccc1Cl	1	96.9	-4.8	1.15	nt	-8.7	98.1	8.7	3.0	2.1
COC(=O)c1ccc(C(=O)N(CCN(C)C)c2nc3c(Cl)cccc3s2)cc1	1	100.2	0.7	0.92	2.9e-05	0.4	105.4	-0.4	1.0	-7.0
O=C(COc1cccc2cccnc12)NNC(=S)Nc1ccccc1	1.1	101.6	-7.4	1.42	0.408	-37.5	104.5	37.5	1.6	-6.1
CCOC(=O)N1CCN(C(=O)Nc2ccc(Cl)cc2Cl)CC1	1.1	91.6	-9.0	1.27	-0.13	31.9	108.5	-31.9	13.2	-7.1
CN(C)S(=O)(=O)c1cccc(NC(=O)Cc2ccc(Cl)cc2)c1	1	100.6	-2.5	1.09	nt	-5.1	104.1	5.1	-0.8	-4.6
CCCC(=O)N(c1ccccc1)C1C=CS(=O)(=O)C1 (configuration not stated)	1	101.4	-2.9	1.35	0.212	-2.9	104.7	2.9	-0.1	-6.2

Compound activity: PubChem BioAssay, several laboratories
